Jurkat NFkB inh – inhibitors of the PMA/ionomycin-induced NF-kB reporter in Jurkat cells; PMA/ionomycin-induced NF-kB luciferase reporter, luminescence; inhibition, % at 4 µM; 330,000 compounds, 0.53% hits; AID 435003; in the data active = inhibition above about 50%
Mdm2 MdmX PPI – disrupts the human Mdm2-MdmX interaction. SaOS-2 split-luciferase Mdm2/MdmX complementation, luminescence. inhibition, % at 8 µM. 330,000 compounds, 3% hits. AID 485346;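 active = inhibition of at least 50% at 8 µM in the primary screen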
Target sequence (O15151 whole entry, looked up): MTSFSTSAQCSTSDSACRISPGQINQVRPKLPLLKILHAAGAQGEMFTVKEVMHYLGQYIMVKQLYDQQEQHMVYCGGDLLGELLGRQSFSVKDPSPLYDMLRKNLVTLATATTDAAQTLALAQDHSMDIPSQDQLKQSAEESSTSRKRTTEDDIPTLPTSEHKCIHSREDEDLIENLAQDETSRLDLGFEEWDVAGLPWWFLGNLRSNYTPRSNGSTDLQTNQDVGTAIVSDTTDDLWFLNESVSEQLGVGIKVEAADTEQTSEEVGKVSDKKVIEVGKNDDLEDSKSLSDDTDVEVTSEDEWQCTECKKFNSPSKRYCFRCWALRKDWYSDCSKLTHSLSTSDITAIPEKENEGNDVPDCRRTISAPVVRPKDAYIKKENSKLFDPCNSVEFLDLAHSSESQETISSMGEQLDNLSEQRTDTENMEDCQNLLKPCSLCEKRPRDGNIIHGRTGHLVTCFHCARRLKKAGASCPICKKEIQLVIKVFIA
Target sequence (Q00987 whole entry, looked up): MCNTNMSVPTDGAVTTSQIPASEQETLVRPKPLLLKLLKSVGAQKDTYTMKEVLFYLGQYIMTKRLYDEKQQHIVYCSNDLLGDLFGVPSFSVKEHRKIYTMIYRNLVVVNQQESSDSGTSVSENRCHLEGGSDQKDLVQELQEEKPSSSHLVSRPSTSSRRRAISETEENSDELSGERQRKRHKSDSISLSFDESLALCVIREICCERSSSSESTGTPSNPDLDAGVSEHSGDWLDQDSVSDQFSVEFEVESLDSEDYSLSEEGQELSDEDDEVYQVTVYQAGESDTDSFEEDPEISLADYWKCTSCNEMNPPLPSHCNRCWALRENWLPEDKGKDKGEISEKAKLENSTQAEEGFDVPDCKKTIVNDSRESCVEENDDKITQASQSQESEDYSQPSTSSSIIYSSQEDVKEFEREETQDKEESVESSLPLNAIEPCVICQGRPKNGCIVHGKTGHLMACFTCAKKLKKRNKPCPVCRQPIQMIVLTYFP
UPR CHOP act – activators of apoptotic arm of unfolded protein response (CHOP); CHO-CHOP luciferase reporter, UPR activation, luminescence; percent of tunicamycin response over DMSO baseline; activation, % at 10 µM; 330,000 compounds, 0.34% hits;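 active = at 10 µM dose, activation of 40% or more, normalized to positive control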;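 note: 100% = tunicamycin at 10 µg/mL and 0% = DMSO alone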
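System: CHO CHOP reporter cells. Amount: 500 cells per well. Buffer or medium: F12 medium, 10% FBS. Compound dosing: one dose, 10 µM in 0.5% DMSO. Incubation: 6 h compound exposure at 37 °C after overnight seeding. Technique: Steady-Glo luciferase luminescence. Benchmarks: tunicamycin and DMSO controls.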
EBI2 block – EBI2 (human) antagonism | 360,000 compounds, 0.81% hits | EBI2 beta-arrestin recruitment, luminescence, 7a,25-OHC stimulated | inhibition, % at 5 µM; in the data active = inhibition above about 38%;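 note: enzyme fragment complementation signal reports receptor beta-arrestin coupling in cells; 0% = agonist plus DMSO wells and 100% = wells without agonist; some results beyond the cut were filed as inactive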
697 NFkB inh – lowers PMA/ionomycin-induced NF-kB signal in 697 B cells; 697 B-cell NF-kB luciferase reporter, 16 h; 330,000 compounds, 0.33% hits; inhibition, % at 4 µM; in the data active = inhibition above about 35%
CXCR6 inh – blocks human CXCR6 beta-arrestin recruitment; O00574; CHO-K1 PathHunter CXCR6 beta-arrestin, luminescence; inhibition, % at 20 µM; 360,000 compounds, 0.36% hits; AID 602244; in the data active = inhibition above about 34%, passing the limit was not always enough;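 note: antagonist mode with CXCL16 agonist at 10 nM final; 0% = 10 nM CXCL16 with DMSO and 100% = unstimulated wells without agonist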
CCR6 antag – blocks CCL20-driven beta-arrestin recruitment at human CCR6. 340,000 compounds, 0.49% hits. P51684. inhibition, % at 20 µM. CHO-K1 CCR6 PathHunter beta-arrestin, luminescence, CCL20-stimulated. AID 493098;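 active = compounds whose inhibition of the agonist-driven luminescence signal at 20 µM reaches about 50%, limit read from the data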;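 note: cells stimulated with CCL20 at 14 nM final; plate controls were DMSO with CCL20 for no effect and DMSO without agonist for full effect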
Gli-Sufu antag – blocks Gli-Sufu signaling in a luciferase reporter. Sufu-KO-LIGHT fibroblasts, Gli luciferase reporter luminescence. AID 588413. 340,000 compounds, 0.74% hits. inhibition, % at 5 µM;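 active = inhibition above about 55%, limit read from the data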;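 note: 0% = DMSO-treated cells and 100% = wells with medium but no cells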
XBP1 UPR activ – adaptive UPR (XBP1) activation | CHO-XBP1 luciferase reporter, IRE1-XBP1 UPR activation, luminescence; percent of tunicamycin response, DMSO as zero | activation, % at 20 µM | 330,000 compounds, 0.33% hits | AID 463104;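 active = versus positive control, 20 µM dose yields 30% or more activation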;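 note: 100% = tunicamycin at 10 µg/mL and 0% = DMSO only wells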
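Material – CHO cell line with stable XBP1 luciferase reporter · Buffer or medium – F12 plus 10% FBS · Compound – single point, 20 µM final compound, 1% DMSO · Schedule – 16-18 h cell attachment at 37 °C, then 6 h compound exposure · Signal – Steady-Glo luminescence read · Benchmarks – high control tunicamycin 10 µg/mL final, low control DMSO vehicle only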
* hit, by the source's call; · = not tested or not shown. This is a random part of the collection; 5% or so of the library scored in one or more.

SMILES | Jurkat NFkB inh | Mdm2 MdmX PPI | UPR CHOP act | EBI2 block | 697 NFkB inh | CXCR6 inh | CCR6 antag | Gli-Sufu antag | XBP1 UPR activ
CC(C)[C@H](NS(=O)(=O)c1ccccc1)C(=O)Nc1ccccc1N1CCOCC1 | 22 | -5 | -1.7 | -6 | 1 | 0 | 5 | 7 | -1
COc1ccc(Cl)cc1NC(=O)c1ccc2c(SCC(=O)O)c3c(nc2c1)CCCC3 | -1 | 21 | 2.0 | -1 | 24 | -9 | 25 | -14 | -4
Cc1cc(C(=O)CSc2nnc3ccccn23)c(C)n1-c1ccccc1 | 17 | 82* | -9.6 | -24 | -25 | -1 | 14 | 54 | -8
CC(C)n1c(C(=O)OCC(=O)NCc2ccc3c(c2)OCO3)cc2occc21 | 11 | 20 | -1.3 | -1 | -2 | 5 | -2 | -5 | 1
COc1cc(NS(=O)(=O)c2ccc(OC)c(OC)c2)cc(OC)c1 | -8 | 8 | 1.2 | -12 | 11 | -1 | 15 | -2 | 3
COc1ccc(CCNC(=O)CN(C)S(=O)(=O)c2ccc3c(c2)CCC(=O)N3)cc1OC | -2 | 1 | -0.8 | -6 | 11 | 6 | 1 | 4 | 0
CCOc1cc(CNCc2ccccn2)ccc1OCC(=O)NC1CCCCC1 | 13 | 11 | -2.6 | -8 | -10 | -1 | -26 | -8 | -3
CC(=O)N1CCc2c(sc(NC(=O)C3CCCCC3)c2C(N)=O)C1 | -5 | -15 | 1.0 | -3 | 15 | -2 | -1 | 6 | 2
Cc1nc(-c2ccccn2)nc(SCC(=O)c2ccccc2)c1Cl | 2 | 9 | 1.0 | 6 | -8 | 4 | 27 | 4 | 0
O=C(NCc1cccnc1)c1ccc2c(c1)OCO2 | -2 | -34 | -1.8 | -2 | 10 | -5 | -10 | 3 | 0
O=C(O)/C=C/c1ccc(S(=O)(=O)N2CCCCCC2)cc1 | 14 | 9 | 0.5 | 10 | 9 | 9 | 16 | -5 | 2
NC(=O)CS(=O)(=O)c1nc2ccccc2n1Cc1ccccc1F | -20 | 50 | 1.0 | 0 | -8 | 7 | -2 | 8 | -1
COc1ccc(-c2cc(=O)oc3cc(OC(C)C(=O)NCc4ccccn4)ccc23)cc1 (configuration not stated) | 10 | -5 | -2.1 | 2 | 8 | 2 | 5 | 3 | -2
Cc1cc(C(F)(F)F)cc(NNC(=O)NC(=O)c2c(F)cccc2Cl)n1 | -12 | 12 | 1.6 | -9 | 3 | -1 | 13 | 4 | 4
CC(C)CCN1C(=O)c2cccc3c(N)ccc(c23)C1=O | -54 | -10 | 9.2 | 7 | -67 | -15 | -47 | -49 | 1
Cc1c(C(=O)NN)sc(=S)n1C | -1 | 13 | -0.5 | -9 | 11 | -32 | -5 | 2 | 2
COc1cccc(CSc2nnc(C(F)(F)F)n2Cc2ccc(F)cc2)c1 | -8 | 10 | -1.4 | 30 | -12 | -1 | 9 | 6 | 0
O=C1N=C(N2CCCC2)S/C1=C\C=C\c1ccccc1 | -65 | 59* | -0.7 | 41 | -180 | 9 | -1 | 25 | -4
CCCCn1c(C(C)NC(=O)CC)nc2ccccc21 (configuration not stated) | -4 | 6 | -1.0 | -7 | -4 | -1 | 6 | 1 | -5
CCCc1ccc(OCc2ccc(C(=O)N3CCN(c4ccccn4)CC3)o2)c(OC)c1 | -4 | -2 | -0.5 | 11 | -106 | -2 | 0 | -34 | 0
CN1CCN(C(=S)c2cn(Cc3ccc(Br)cc3)c3ccccc23)CC1 | -12 | 11 | -1.2 | 11 | 2 | 16 | 34 | 8 | -6
COc1ccc(NC(=O)c2oc3ccc(S(=O)(=O)N4CCC5(CC4)OCCO5)cc3c2C)cc1 | 5 | 71* | 2.9 | -13 | 7 | 1 | -22 | 13 | -6
CCOc1cc(CNS(=O)(=O)c2cn(C)cn2)cc(OCC)c1OCC | -4 | -19 | -2.2 | 0 | 7 | -4 | -5 | 38 | -3
CCOCCCNC(=S)N1CCCN(c2nc3c(C)c(C)ccc3cc2C#N)CC1 | 6 | -8 | -0.2 | 19 | -1 | 6 | 18 | 18 | -1
O=C1CCc2cc(NS(=O)(=O)c3ccc(F)cc3)cc3c2N1CC3 | -1 | 37 | -0.9 | -4 | 35 | -3 | 6 | 7 | 0
COc1ccc(CCNC(=O)Cn2cnc3c2c(=O)n(C)c(=O)n3C)cc1OC | 3 | 14 | -1.6 | -7 | 6 | -2 | 9 | -1 | -3
COC(=O)CCn1[nH]c(=O)c2ccccc2c1=O | 8 | 0 | -0.4 | -1 | -8 | -2 | -22 | 7 | -1
CCOC(=O)c1c(C)nc2sc3c(=O)n(-c4ccc(OC)cc4)nnc3c2c1-c1ccc(OC)cc1 | 14 | 39 | 2.5 | -31 | 8 | 2 | 3 | 2 | 1
CCN(CC)CCCNC(=O)Cc1c(C(=O)O)n(C)c2ccccc12 | -11 | 10 | -1.6 | -4 | -18 | -6 | 8 | 9 | 2
O=C(CSCc1ccc(Cl)c(Cl)c1)Nc1c[nH]c(=O)[nH]c1=O | -1 | 35 | 3.0 | -6 | 1 | 3 | -1 | -1 | -1
COc1ccc2ccccc2c1CN1CCN(C(=O)c2ccco2)CC1 | -11 | 23 | -0.6 | 12 | 1 | 3 | -2 | 28 | -5
CN(C(=O)c1cccc(NC(=O)Cc2cccc(NC(=O)C3CCCN(C(=O)C4CC4)C3)c2)c1)C1CCC1 (configuration not stated) | · | · | · | 6 | · | -6 | 0 | -1 | ·
O=C(Nc1ccc2c(c1)OCCO2)c1cc(-c2ccccc2)nc2ccccc12 | -1 | 49 | 1.3 | -11 | 0 | 4 | -13 | -6 | 3
CC(=O)N1CCN(c2ccc(NCc3ccco3)cc2)CC1 | -7 | -12 | -0.7 | -16 | -10 | -12 | 4 | -10 | 4
COc1ccc(C(=O)NCCS(=O)(=O)N(C)Cc2ccccc2)cc1 | -1 | -1 | 0.6 | 8 | -2 | 5 | 4 | -13 | 1
COc1cccc(CNC(=O)CC(NC(C)=O)c2ccccc2)c1 (configuration not stated) | -2 | 13 | -0.1 | -5 | 6 | 0 | -1 | -9 | 2

A few values from the list.
CN(C(=O)c1cccc(NC(=O)Cc2cccc(NC(=O)C3CCCN(C(=O)C4CC4)C3)c2)c1)C1CCC1 (configuration not stated) – EBI2 block = 6
CCOC(=O)c1c(C)nc2sc3c(=O)n(-c4ccc(OC)cc4)nnc3c2c1-c1ccc(OC)cc1 – CCR6 antag = 3

(next part)
SMILES | Jurkat NFkB inh | Mdm2 MdmX PPI | UPR CHOP act | EBI2 block | 697 NFkB inh | CXCR6 inh | CCR6 antag | Gli-Sufu antag | XBP1 UPR activ
CC(C)(C)c1ccc(C2(C)NC(=O)N(CC(=O)NCc3cccs3)C2=O)cc1 (configuration not stated) | -7 | -4 | 0.1 | 7 | 4 | 0 | 10 | 5 | 0
CCCc1cc(C(=O)Nc2ccc(F)cc2F)no1 | -47 | -13 | 7.4 | -10 | -3 | 5 | 2 | -4 | 7
COc1ccc([N+](=O)[O-])cc1NC(=O)C(C)OC(=O)c1cccnc1Cl (configuration not stated) | 1 | 16 | -0.6 | 11 | 6 | 5 | 14 | -5 | -2
COc1ccc(CN2CCN(C(=O)CCC(=O)Nc3nnc(CC(C)C)s3)CC2)cc1F | 4 | 15 | 0.8 | 8 | -38 | 4 | 13 | 31 | -6
O=C(COC(=O)c1ccccn1)NCc1cccc(Cl)c1 | 2 | -6 | 0.5 | -6 | 23 | 6 | 1 | -1 | -2
O=C(Cc1ccc(Cl)cc1)OCc1nnc(-c2ccccc2)o1 | -1 | -9 | 0.5 | -3 | -3 | -9 | 6 | -9 | 2
CCC(Sc1nc2ccccc2[nH]1)C(=O)Nc1cc(C)on1 (configuration not stated) | -3 | 34 | -1.3 | -3 | 10 | 9 | 5 | 0 | -9
COc1ccc(NS(=O)(=O)c2ccc(N3CCOCC3)c(NC(=O)c3cccc(F)c3)c2)cc1 | 11 | 16 | -1.7 | -7 | -22 | -7 | 10 | 38 | -2
CC(C)(O)c1nnn(-c2ccccc2)c1C(F)(F)F | 1 | -3 | 2.4 | -10 | -14 | -5 | 0 | -4 | -3
C=CCn1c(=NC(=O)c2cc(-c3cccs3)nc3ccccc23)sc2cc(S(N)(=O)=O)ccc21 | -2 | 28 | 0.5 | 6 | 11 | 3 | 22 | 11 | 1
FC(F)(F)c1ccc2c(c1)nc1n2CCCC1 | 5 | -4 | 0.6 | 12 | -28 | 5 | -6 | 31 | -2
COc1ccc(/C(C)=N/N=C(N)N)c(O)c1 | 17 | 7 | 1.4 | -11 | 11 | 5 | -17 | -14 | -1
C=CCNC(=O)CCCOc1cc(C)ccc1C | 4 | -13 | 5.1 | -10 | -1 | 6 | -1 | 2 | -2
COC(=O)c1ccc(OCCCCN2CC(C)OC(C)C2)cc1 (configuration not stated) | -9 | 16 | -1.6 | 7 | -3 | 3 | -6 | -5 | -2
O=C(Nc1nnc(-c2cccnc2)o1)c1ccccc1Cl | -1 | 7 | -0.1 | -9 | 16 | -1 | -1 | 0 | -3
C=CCOc1cccc(CNn2cn[nH]c2=S)c1 | -2 | 2 | -2.5 | -3 | 8 | -1 | -5 | -6 | -3
O=C(c1cc(NC(=O)C23CC4CC(CC(C4)C2)C3)cc(NC(=O)C23CC4CC(CC(C4)C2)C3)c1)N1CCCCC1 | -14 | 36 | 10 | · | 9 | · | 8 | 21 | -1
CCCCCCCNc1nc(Cl)nc(NCCO)n1 | -6 | 25 | 0.6 | 2 | 7 | -5 | 9 | -5 | 0
COCCCNC(=S)N1CCN(c2ccc([N+](=O)[O-])cc2)CC1 | 6 | 24 | 1.1 | -3 | -2 | 2 | 7 | 22 | -3
CCN1CC2CCCC3(C1)C(=O)NC1(CCCCC1)N=C23 (configuration not stated) | 5 | 7 | 0.6 | -11 | 17 | 1 | 1 | 7 | 0
C=CCN(C(=O)CNC(=O)c1ccco1)C(C(=O)NC1CCCCC1)c1ccc(F)cc1 (configuration not stated) | 5 | -22 | -1.7 | -6 | 11 | -1 | 0 | 16 | -2
Cc1ccc(CNC(=O)Cn2cnc3c(NCc4ccccc4)ncnc32)o1 | · | 28 | 2.4 | -12 | -1 | -2 | 26 | -10 | 3
COc1ccc(CCNCC(=O)Nc2ccc(C)c(Br)c2)cc1OC | -9 | 11 | -4.2 | -1 | 2 | 2 | 13 | 36 | -7
N#Cc1ccccc1NC(=O)c1ccc2c(Cl)c3c(nc2c1)CCCC3 | -140 | -13 | 4.8 | -21 | -117 | 4 | 19 | -59 | 7
CCOc1ccc2[nH]c(=S)[nH]c2c1 | 0 | -9 | -1.7 | -4 | 4 | 3 | 3 | 2 | 2
CCCOc1cc(NCc2ccccc2)c2ncn(C(C)C)c2c1 | 5 | 34 | 3.4 | -14 | 1 | -25 | 14 | 3 | -4
O=C(O)c1n[nH]c2c1CCCCC2 | 13 | 15 | 0.2 | -2 | 21 | -9 | 1 | 1 | -2

4 entries already listed, ordered by their value in CCR6 antag, largest number first:
molecule,Jurkat NFkB inh,Mdm2 MdmX PPI,EBI2 block,697 NFkB inh,CXCR6 inh,CCR6 antag,XBP1 UPR activ
N#Cc1ccccc1NC(=O)c1ccc2c(Cl)c3c(nc2c1)CCCC3,-140,-13,-21,-117,4,19,7
CCCCCCCNc1nc(Cl)nc(NCCO)n1,-6,25,2,7,-5,9,0
O=C(c1cc(NC(=O)C23CC4CC(CC(C4)C2)C3)cc(NC(=O)C23CC4CC(CC(C4)C2)C3)c1)N1CCCCC1,-14,36,·,9,·,8,-1
C=CCN(C(=O)CNC(=O)c1ccco1)C(C(=O)NC1CCCCC1)c1ccc(F)cc1 (configuration not stated),5,-22,-6,11,-1,0,-2

From PubChem
